Screening results from PubChem.
esBAF inh: Bmi1 luciferase reporter increase in mESCs, primary screen, esBAF inhibitor project, mouse ES cells, Bmi1 luciferase knock-in, single point; 24 h; 100% = twice the neutral-well signal; reporter increase, % at 12.5 µM; 350,000 tested, 2% active; in the data active = activation above about 40%;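 also: 0% = median of the plate's neutral control wells and 100% = double that signal; a rise in the Bmi1 reporter signal indicates esBAF inhibition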
EWS-Fli block: EWS/Fli-driven NR0B1 reporter inhibitors, primary screen, A673 cells, NR0B1 luciferase, luminescence, MLPCN library | viability-normalised | AID 651661, 2012 | inhibition, % at 12.6 µM | 350,000 tested, 0.67% active;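 active = mean inhibition of at least 50% after viability correction, with every replicate also passing that limit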;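 also: firefly luciferase signal divided by Alamar Blue viability fluorescence both relative to DMSO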
RAD54 branch: inhibitors of human RAD54 branch migration, primary screen, biochemical, fluorescence, single point. 360,000 tested, 0.14% active. inhibition, % at 10.4 µM. AID 602329, 2012. DNA repair and recombination protein RAD54-like (Homo sapiens), Q92698. RAD54 Holliday junction branch migration, FAM/BHQ fluorescence;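 active = mean normalized replicate activity at least 40 and at least half of replicates scoring 40 or more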;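 also: 0% = median of neutral control wells and 100% = median of positive control wells; inhibitors cause a drop in the FAM fluorescence signal; in these data hits start at about 50%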
Target sequence (Q92698 whole entry, looked up): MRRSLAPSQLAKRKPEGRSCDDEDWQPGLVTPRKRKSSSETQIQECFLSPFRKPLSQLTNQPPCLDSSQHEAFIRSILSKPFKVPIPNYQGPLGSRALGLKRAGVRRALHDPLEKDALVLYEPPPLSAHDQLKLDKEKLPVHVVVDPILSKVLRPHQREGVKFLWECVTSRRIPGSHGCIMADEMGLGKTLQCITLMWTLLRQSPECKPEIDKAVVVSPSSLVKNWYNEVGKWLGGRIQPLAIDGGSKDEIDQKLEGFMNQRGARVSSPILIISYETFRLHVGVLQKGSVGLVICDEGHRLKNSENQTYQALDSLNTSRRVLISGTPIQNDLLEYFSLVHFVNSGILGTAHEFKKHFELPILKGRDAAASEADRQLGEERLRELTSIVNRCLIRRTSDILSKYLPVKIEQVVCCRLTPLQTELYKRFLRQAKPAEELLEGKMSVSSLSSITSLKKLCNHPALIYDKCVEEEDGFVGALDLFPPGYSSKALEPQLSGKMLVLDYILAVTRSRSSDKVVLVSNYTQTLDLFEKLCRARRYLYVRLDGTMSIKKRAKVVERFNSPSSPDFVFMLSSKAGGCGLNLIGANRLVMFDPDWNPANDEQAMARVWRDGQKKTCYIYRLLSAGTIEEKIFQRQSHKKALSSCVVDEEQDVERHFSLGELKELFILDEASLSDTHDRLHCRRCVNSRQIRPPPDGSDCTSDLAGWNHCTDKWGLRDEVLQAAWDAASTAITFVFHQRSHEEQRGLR
S100A4 MyoIIA: inhibitors of S100A4-myosin IIA peptide binding, primary screen, biochemical, fluorescence polarization, TAMRA-MyoIIA peptide | 360,000 tested, 0.14% active | Protein S100-A4 (Homo sapiens), P26447 | inhibition, % at 10.7 µM;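 active = mean inhibition of at least 70% across replicates, with every replicate also reaching that level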
Target sequence (P26447 whole entry, looked up): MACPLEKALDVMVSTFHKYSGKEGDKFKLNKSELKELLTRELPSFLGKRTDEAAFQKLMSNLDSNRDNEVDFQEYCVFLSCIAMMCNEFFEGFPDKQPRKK
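Material: S100A4 monomer protein / Buffer or medium: 50 mM HEPES pH 7.2, 10 mM CaCl2, 100 mM KCl / Times: 5 min incubation before reading / Benchmarks: neutral control DMSO, positive control TFP / Reagent: labelled myosin peptide probe, 5 nM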
RAD52 anneal inh: RAD52 DNA annealing inhibitors, primary screen, biochemical, FRET, single point, set 2 | recombinant RAD52 DNA annealing, FRET fluorescence | inhibition, % at 18.7 µM | 360,000 tested, 0.46% active;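 active = every replicate showing at least 50% inhibition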
FN deposition inh: inhibitors of fibronectin matrix deposition, primary screen, AH1F cells, Alexa488-fibronectin fluorescence, plate reader; inhibition, % at 12.6 µM; AH1F fibroblasts, overnight; 350,000 tested, 0.086% active;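 active = mean inhibition across replicates of 30% or more, regardless of how many single replicates reach that level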;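 also: positive control wells lacked labelled fibronectin entirely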
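Material: AH1F fibroblast monolayer depositing Alexa488-labelled fibronectin into matrix / Amount: 10000 AH1F cells per well / Signal: fluorescence 485/525 nm / Medium: DMEM, 2% serum / Compound: single dose, pinned / Incubation: 1 h cell adhesion before compound, then overnight fibronectin incubation / Reagent: Alexa488-FN, 24 nM final / Read-out: inhibition of fibronectin deposition signal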
Xi reactivation: activators of inactive X chromosome reactivation, primary screen, imaging, XiGFP fibroblasts, GFP high-content imaging, set 2; XiGFP mouse fibroblasts, % GFP-positive cells imaging, 3 d; cells co-treated with 5-aza-dC sensitizer; scaled so ellipticine positive control = 100%; activation, % at 7.58 µM; 360,000 tested, 0.055% active;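 active = mean normalized replicate activation at least 10% and every replicate at or above 10%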;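 also: 0% = median of on-plate neutral control wells and 100% = ellipticine 6 µM median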
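assay system = SV40-immortalized XiGFP fibroblast cells, line 68-5-11 | buffer or medium = DMEM plus 5-aza-dC sensitizer | doses = single-point pinned compound dosing | times = 3-day compound exposure, then 15 min fixation at room temperature | benchmarks = positive control ellipticine, 6 µM final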
E-selectin induc: E-selectin induction in HUVECs, primary screen, imaging, HUVEC, immunofluorescence imaging, single point | 260,000 tested, 0.37% active | AID 686992, 2013 | activation, % at 7.58 µM | P16581 | normalized: neutral wells 0, TNF-alpha wells 100;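 active = mean E-selectin-positive cell signal at least 10% of the positive control, reached in at least 60% of replicates, without over 20% cell loss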;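 also: in these data hits start at about 27%; measured in HUVEC primary endothelial cells; signal is the percent of cells scored E-selectin positive by PE staining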
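Test system – human umbilical vein endothelial cells (HUVEC), E-selectin induction · Input – 3,000 HUVEC seeded per well · Buffer or medium – EGM-2, gelatin · Compound dosing – single-point compound dose · Detection – immunofluorescence imaging · Measure – percent E-selectin-positive cells · Controls – TNF-alpha high, DMSO low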
* marks the source's active call; other numbers are inactive results; · = not tested or not shown. No enrichment for hits. Share with any hit: about 3%.

Molecule	S100A4 MyoIIA	Xi reactivation	esBAF inh	E-selectin induc	EWS-Fli block	FN deposition inh	RAD54 branch	RAD52 anneal inh
OCCn1ccc(-c2ccccc2OCc2ccc(F)cc2)n1	0.1	0.1	-4.0	0.2	-0.1	1.2	2.0	-6.3
COCCCNC(=O)c1ccc(CS(=O)(=O)c2cccc(C(F)(F)F)c2)o1	-1.2	0.0	-7.8	0.1	-7.4	-1.6	-10.8	-3.6
COc1cc(/C=C2\S/C(=N/S(=O)(=O)Cc3ccccc3)NC2=O)c([N+](=O)[O-])cc1OC	-4.7	0.0	-3.4	2.3	-5.7	-6.8	-8.0	-32.5
O=C(NCC1CCCO1)/C(=C\c1cccc([N+](=O)[O-])c1)NC(=O)c1ccccc1 (stereo not given)	0.8	-0.1	·	·	3.9	·	·	21.2
COc1ccc(C2=Nn3c(nnc3-c3ccccc3OC)SC2)cc1OCC1CC1	7.4	-0.1	-18.8	0.0	61.9*	3.5	1.9	-20.2
C[C@@H]1CN([C@H](C)CO)C(=O)c2cc(-c3cccc(C#N)c3)cnc2O[C@H]1CN(C)C	0.2	0.0	-3.8	-0.3	-7.7	-3.9	1.0	8.1
Cc1ccc(C2(C(F)(F)F)NC(=O)N3CCN=C3S2)cc1 (stereo not given)	·	·	-5.8	-0.3	·	1.5	0.4	·
COc1ccc(NC(=O)NNS(=O)(=O)c2ccc(Br)cc2)cc1	2.2	0.0	-5.5	1.4	·	1.9	4.5	-9.2
Cc1onc(-c2c(Cl)cccc2Cl)c1C(=O)N1CCCc2ccccc21	-6.6	·	8.9	·	1.9	·	-2.1	-4.2
CC[C@]12c3[nH]c4ccc(Cl)cc4c3CCN1C(=O)[C@@H](CC(=O)NCCCn1ccnc1)C[C@@H]2C(=O)N1CCN(C(=O)c2ccco2)CC1	0.7	0.1	-2.9	0.0	-0.1	0.1	-4.4	4.1
CN(c1ccc(OCC(=O)OCC(=O)NCc2ccco2)cc1)S(=O)(=O)c1ccc2ccccc2c1	7.8	-0.1	-3.7	1.3	1.6	0.2	-1.2	-30.5
CC(C)NC(=O)Nc1ccc2c(c1)C(=O)N([C@H](C)CO)C[C@@H](C)[C@H](CN(C)Cc1ccc(Cl)c(Cl)c1)OCCCC[C@H](C)O2	0.7	0.0	-2.9	·	12.7	-0.4	0.5	23.4
CCc1cc(C(=O)NCCN(C)C)cs1	-1.3	·	-6.0	·	2.8	·	-4.4	-5.1
Oc1ccccc1CC=NC1CCCCC1	-3.0	0.1	6.6	-0.1	-6.5	-1.1	·	-1.1
N#C/C(=N\Nc1ccc(S(=O)(=O)N2CCc3ccccc32)cc1)C(N)=S	-3.4	0.0	-10.8	0.4	21.3	-4.3	7.0	-24.1
CC(C)c1cc(Cn2c3ccccc3c(=O)n2C(C)Cn2cc(-c3ccc(C(C)(C)C)cc3)nn2)on1 (stereo not given)	9.5	-0.2	·	0.7	7.5	-2.8	·	2.3
CCNC(=O)C(=O)NCC(c1cccs1)S(=O)(=O)c1ccc(C)cc1 (stereo not given)	6.1	0.1	-4.3	·	·	12.9	-16.6	-12.1
COC(=O)C1=C(C)N(Cc2ccc(Br)cc2)C(=S)NC1c1ccc(F)cc1 (stereo not given)	18.7	0.0	·	0.5	3.8	-6.7	·	11.7
COc1ccc(-c2cc(C(=O)Nc3ccc(OC)c(OC)c3)no2)cc1	-2.4	-0.1	-8.3	1.6	-4.6	1.0	0.5	-10.7
Cc1ccccc1S(=O)(=O)N[C@@H]1CC[C@@H](CCn2cc(-c3ccc(F)cc3)nn2)O[C@@H]1CO	1.3	0.6	4.1	-0.7	2.1	18.5	0.5	22.4
C=CCn1c(-c2ccc(Cl)cc2)cnc1SC(C)C(=O)NC(N)=O (stereo not given)	-2.8	0.1	9.5	-0.3	4.0	-1.1	6.0	-3.9
COc1ccc(CC(=O)N2CCN(S(=O)(=O)c3cccs3)CC2)cc1OC	11.0	0.0	1.8	7.7	-12.4	8.7	·	-16.4
Cn1c(-c2ccc(F)cc2)cc2onc(-c3c(F)cccc3Cl)c2c1=O	0.3	-0.1	·	-0.4	-81.4	1.8	·	-17.5
OCCSc1nc(-c2ccccc2)nc2ccc(F)cc12	-10.4	0.0	-3.4	0.2	2.7	-7.4	·	-6.0
O=C(CSc1nnc2ccc(-c3ccc(F)cc3)nn12)NCC1CCCO1 (stereo not given)	0.8	-0.1	·	2.7	-9.3	4.3	·	-8.7
O=S(=O)(c1cnc[nH]1)N1CCN(c2ccc(Cl)cc2)CC1	-10.9	0.2	-9.3	·	6.7	-1.7	5.8	-5.4
Cc1cnc(C(=O)Nc2cccc(S(=O)(=O)N(C)C)c2)cn1	·	-0.1	·	0.0	·	-2.1	2.7	·
COCCCN(C(=O)CSCc1c(C)noc1C)c1c(N)n(Cc2ccccc2)c(=O)[nH]c1=O	-2.1	0.2	-6.5	·	0.0	-3.7	-12.0	-16.3
O=C(NC1CCCC1)C(C1CC1)n1c(-c2ccccn2)nc2ccccc21 (stereo not given)	-1.3	0.0	·	-0.3	1.8	6.6	·	-1.7
O=C(O)c1ccccc1-c1ccccc1C(=O)Nc1ccccc1Br	2.3	0.0	5.8	·	-0.4	0.8	0.8	-7.3

The listing continues:
Molecule	S100A4 MyoIIA	Xi reactivation	esBAF inh	E-selectin induc	EWS-Fli block	FN deposition inh	RAD54 branch	RAD52 anneal inh
COc1cccc(C#Cc2cnc3c(c2)C(=O)N([C@H](C)CO)C[C@@H](C)[C@@H](CN(C)C(=O)C2CCOCC2)O3)c1	-0.6	-0.8	-13.4	-0.1	-3.7	·	5.5	-3.9
O=C(Nc1cccc(F)c1)c1cccnc1N1CCOCC1	1.4	·	4.3	·	·	-0.7	-4.2	-6.5
N#C[C@@H]1[C@H](c2ccccc2)[C@H](CO)N1C(=O)Nc1cccc(F)c1	-15.8	0.0	13.2	0.0	-16.5	·	-11.1	-1.9
COC(=O)[C@@H]1[C@@H](CO)[C@@H]2Cn3c(cccc3=O)[C@@H]2N1CC1CCCC1	6.9	0.0	·	-0.1	0.0	-6.5	·	-28.5
CN(C)CC(=O)N[C@@H]1CC[C@H](CCNS(=O)(=O)c2ccccc2)O[C@@H]1CO	0.1	0.0	4.9	-0.1	12.2	4.1	2.0	1.2
Cn1cccc1C(=O)c1cccc([N+](=O)[O-])c1	-1.1	0.0	·	0.4	-1.0	-5.8	·	0.8
O=C(C[C@@H]1CC[C@H](NC(=O)Nc2ccc(C(F)(F)F)cc2)[C@H](CO)O1)NCc1cc(F)cc(F)c1	-3.2	-0.2	10.1	0.1	6.0	·	9.0	0.2
Nc1c(N(Cc2ccco2)C(=O)COc2ccccc2)c(=O)[nH]c(=O)n1Cc1ccccc1	-3.8	0.3	-11.5	·	-5.3	0.5	2.0	-7.5
CCCCN(C=O)c1c(CC)nc2c(OCc3cc(Cl)cc(Cl)c3)cccn12	6.7	-0.1	9.3	0.1	12.0	-2.5	0.6	-2.7
COC(=O)c1cc2c(C)[nH]c(C)c2cc(C(=O)OC)c1=O	-4.3	0.1	·	0.3	3.6	1.1	·	-15.8
CCOc1ccccc1N1CCN(S(=O)(=O)c2cc(C)ccc2OC)CC1	1.4	0.1	·	·	-0.7	-10.2	·	-14.3
Cn1cc(Br)c(C(=O)N/N=C/c2cccc(OC3CSC3)c2)n1	11.4	0.0	·	1.6	-20.7	0.9	·	-13.9
Cn1cc(S(=O)(=O)Nc2ccc(Br)cc2F)c(=O)n(C)c1=O	0.0	-0.1	-0.7	·	-1.8	7.0	2.7	-14.1
Cc1cc(O)c(Sc2ncn[nH]2)cc1NS(=O)(=O)c1ccc(Cl)cc1	-6.7	0.2	-1.8	·	2.9	12.0	-6.1	-1.6
C[C@H](CO)N1C[C@H](C)[C@@H](CN(C)C(=O)Nc2ccc(C(F)(F)F)cc2)Oc2c(NC(=O)c3nc4ccccc4s3)cccc2C1=O	-16.3	-1.1	4.3	·	-7.8	·	3.2	-6.8
CN(C)C(=O)[C@@H]1[C@@H](CO)[C@@H]2Cn3c(ccc(-c4ccccc4)c3=O)[C@H]1N2C(=O)C1CCCC1	8.4	0.0	2.8	0.0	-3.1	13.0	-0.5	-16.5
O=C(Cn1c(O)c(N=NC(=O)c2ccncc2)c2ccccc21)Nc1ccccc1	-11.1	-0.1	·	·	6.3	12.7	·	-6.9
NC1=NC2(CCCC2)n2c(nc3ccccc32)N1	-3.9	0.1	-8.9	·	-4.5	·	3.9	-11.7
CN(C)c1nc(N)nc(N(c2ccccc2)c2ccccc2)n1	-4.6	0.3	2.0	-0.2	-3.1	-2.6	-4.9	-3.2
Cc1ccc(NC(=O)NCCN2C(=O)C3C4C=CC(C4)C3C2=O)cc1 (stereo not given)	10.8	0.3	20.1	-0.2	-76.0	20.0	-7.3	-26.2
COC1=C(OC)C(=O)C(CCCCCCCCCCO)=C(C)C1=O	-3.1	-0.1	2.5	0.5	-7.7	-6.5	-10.9	2.7
C[C@@H]1CN([C@H](C)CO)S(=O)(=O)c2ccc(-c3cncnc3)cc2O[C@@H]1CN(C)C(=O)c1cccc(F)c1	0.8	-0.1	0.3	0.1	1.1	·	5.0	7.3
Cc1cc(SCc2c(F)cccc2Cl)nc(=O)[nH]1	5.9	0.1	4.2	·	-5.6	-2.6	0.6	-15.0
CC(=O)OC(C(=O)Nc1nccs1)c1ccccc1 (stereo not given)	5.6	0.0	1.3	0.2	-0.5	-4.3	-11.9	7.4
CC(C)C(=O)NNC(=O)CSc1nnc(-c2ccccc2)c(-c2ccccc2)n1	-9.1	0.0	-3.9	·	10.3	-2.5	-1.6	-89.8
COc1ccccc1-c1noc2c1C(=O)N(Cc1cn(-c3ccccc3OC)nn1)CC2	1.6	0.9	·	-0.1	5.8	-4.2	·	0.3
